HEK293 NFkB inh: lowers PMA/ionomycin-induced NF-kB signal in HEK293 cells | HEK-293 NF-kB luciferase reporter, luminescence | actives 0.21% (n = 62,000) | inhibition, % at 3 µM;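 active means inhibition above the mean of all tested compounds plus 3 SD, cut at about 40% in these data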;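 further: 0% = stimulated DMSO wells and 100% = 10 µM reference inhibitor 5653914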
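Material: HEK-293 cells with stable firefly luciferase reporter driven by four HIV NF-kB elements / Also added: PMA plus ionomycin mix as NF-kB-activating stimulus / Compound dosing: 3 µM once, 0.30% DMSO / Times: 1 h pretreatment, 16 h stimulation, 37 °C / Signal: luminescence / Evaluation: per-plate % inhibition versus controls / Benchmarks: DMSO and 10 µM reference inhibitor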
S1P1 ag pot: agonists and agonism potentiators of human S1P1 receptor; activation, % at 9.5 µM; S1P1 CRE-bla cells, forskolin, beta-lactamase FRET, potentiator mode; S1P1 agonist co-added at EC20, 2 nM; 100% = saturating reference agonist, 0% = basal; actives 0.57% (n = 56,000); P21453; AID 449;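 active means activation above a cutoff set at the mean activation of all tested compounds plus 3 SD, cut at about 54% in these data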;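 further: forskolin at 4 µM as EC80 and the EC20 agonist is SEW2871; 100% = SEW2871 at its EC100 plus forskolin at EC80; some compounds past the cut are filed as inactive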
Target sequence (P21453 whole entry, looked up): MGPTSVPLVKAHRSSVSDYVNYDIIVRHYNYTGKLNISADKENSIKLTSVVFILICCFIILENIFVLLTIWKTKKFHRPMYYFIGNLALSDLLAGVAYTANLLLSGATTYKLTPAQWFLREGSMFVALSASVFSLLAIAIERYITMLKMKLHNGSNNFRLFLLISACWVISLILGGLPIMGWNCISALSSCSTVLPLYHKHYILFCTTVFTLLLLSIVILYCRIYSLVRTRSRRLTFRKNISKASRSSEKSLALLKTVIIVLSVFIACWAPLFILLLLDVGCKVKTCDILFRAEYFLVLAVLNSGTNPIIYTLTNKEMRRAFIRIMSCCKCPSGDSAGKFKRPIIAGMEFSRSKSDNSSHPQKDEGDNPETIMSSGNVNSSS
M1 ag: activates the M1 muscarinic receptor; CHO-M1 cells, Fluo-4 calcium fluorescence, agonist mode; stronger effect = higher value; B-score at 10 µM; actives 3% (n = 64,000);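 active means fluorescence rise, raw or as B-score row- and column-corrected plate score, outside the 99.7% band of its plate's samples, either direction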
TNAP act mid DEA: activates human TNAP at intermediate phosphate acceptor concentration; activation factor at 20 µM; P05186; AID 813; 64,000 tested, under 10 active; purified TNAP, CDP-star luminescence, 100 mM DEA, 30 min; stronger effect = higher value; scale: 0 levamisole-inhibited, 1 vehicle-only enzyme;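 active means activation factor of at least 2 at 20 µM, relative to controls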
E coli RNAP: Escherichia coli RNA polymerase inhibition | P0A8V2 | E. coli RNA polymerase, fluorescence transcription assay | inhibition, %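 (tested at 10 µM)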 | actives 0.2% (n = 62,000); in the data active means inhibition above about 20%;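 further: 0% = enzyme without compound and 100% = no enzyme blank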
M1 antagonist: antagonists of rat M1 muscarinic receptor | actives 3.4% (n = 64,000) | AID 628 | CHO-M1 cells, Fluo-4 calcium, ACh EC80 antagonist mode; stronger effect = lower value | B-score at 10 µM | P08482;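 active means calcium fluorescence response, raw or row-and-column corrected B-score, differing from the plate sample mean either way at a set confidence level, mostly lower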
Jurkat viability: cytotoxicity toward Jurkat cells; AID 463; inhibition, % at 4 µM; actives 1.2% (n = 56,000); Jurkat E6.1 viability, ATP luminescence, 48 h;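 active means inhibition above the mean inhibition of all tested compounds plus 3 SD, cut at about 28% in these data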
S1P3 agonist: S1P3 (human) receptor agonism; Q99500; actives 0.1% (n = 60,000); AID 373; S1P3 NFAT-BLA reporter cells, FRET ratio; relative to 1 µM S1P, basal subtracted; activation, % at 4.5 µM;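 active means activation above the screen-wide mean plus 3 SD, cut at about 4.5% in these data, passing the limit was not always enough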; further: some compounds called inactive have numbers as strong as hits
Target sequence (Q99500 whole entry, looked up): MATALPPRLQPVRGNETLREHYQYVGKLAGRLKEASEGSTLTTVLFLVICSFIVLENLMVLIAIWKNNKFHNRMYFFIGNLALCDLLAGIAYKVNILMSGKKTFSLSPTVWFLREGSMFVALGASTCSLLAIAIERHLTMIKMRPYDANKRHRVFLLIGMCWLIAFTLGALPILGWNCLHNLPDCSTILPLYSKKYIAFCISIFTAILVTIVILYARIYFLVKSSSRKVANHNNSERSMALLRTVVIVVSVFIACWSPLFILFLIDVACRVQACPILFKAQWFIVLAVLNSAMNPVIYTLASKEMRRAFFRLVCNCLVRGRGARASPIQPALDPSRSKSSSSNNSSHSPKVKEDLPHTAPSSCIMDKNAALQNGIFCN
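Assay system: stable CHO line with human S1P3, Gα16, NFAT-BLA reporter; Detection: FRET β-lactamase substrate fluorescence, excitation 405 nm, 460/535 nm emission ratio, background-subtracted; Read-out: percent activation versus median 1 µM S1P response, basal-subtracted, per plate; Incubation: cells plated overnight, compound 4 h 37 °C, substrate 2 h RT.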
D1 mod: D1 dopamine receptor (human) allosteric modulation; P21728; HEK293 D1, CRE-luciferase, dopamine EC30 potentiation; actives deviate in either direction; B-score at 10 µM; actives 5.9% (n = 58,000); AID 641;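 active means luminescence count or its row- and column-corrected plate score outside the 99.7% band of the plate's sample wells, on either side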
* marks the source's active call; other numbers are inactive results; . = not tested or not shown. This is a random part of the collection; about 12% have a hit in one of these screens.

SMILES	HEK293 NFkB inh	S1P1 ag pot	M1 ag	TNAP act mid DEA	E coli RNAP	M1 antagonist	Jurkat viability	S1P3 agonist	D1 mod
CCN(CC)CCCN1C(=O)c2oc3ccccc3c(=O)c2C1c1cccnc1 (configuration not stated)	15	22	0.087	1	-9	0.46	0	-1.2	-0.05
COC(=O)c1cn(C(=O)c2ccco2)c2ccccc12	18	-9	0.25	0.9	8	0.062	-13	-1.5	1.5
O=C(CCn1c(=O)[nH]c2ccccc2c1=O)N1CCN(c2cccc(C(F)(F)F)c2)CC1	13	3	0.36	1	8	0.98	-1	-0.1	-0.71
CCOC(=O)c1ccc(Nc2ncnc3nc[nH]c23)cc1	-20	.	0.01	1	11	-0.066	.	.	-5.9*
CNC(=O)Nc1cccc(NC(=O)NC)n1	.	-6	-0.13	0.9	8	0.63	.	-3.2	.
COc1ccc(OC)c(S(=O)(=O)NCCc2cn3ccsc3n2)c1	12	-6	-0.31	0.9	6	0.98	-7	-0.2	0.086
COc1ccc(N2Cc3ccccc3C2)cc1Cl	7	0	-0.87	0.8	12	0.25	4	-0.6	2.2
CNC(=O)NCC12CC3CC(CC(C3)C1)C2	6	-11	0.0086	0.9	8	-0.48	0	0.0	1.1
O=S(=O)(c1ccc2ccccc2c1)N(CC(O)CN1CCOCC1)c1ccccc1 (configuration not stated)	.	-12	-0.99	0.9	7	0.66	.	-5.3	-0.08
O=C(Nc1nc2cc3c(cc2s1)OCCO3)c1cccc(S(=O)(=O)N2CCOCC2)c1	5	19	0.61	0.9	-1	-0.32	15	0.7	-0.54
COCCNC(=O)CSc1nc2cc(OC)c(OC)cc2c(=O)n1Cc1ccc(OC)cc1	12	.	0.0068	0.9	3	1.1	.	.	1.1
Cc1nc2ccccc2n2c(O)c(CC(=O)O)cc12	16	6	269*	0.9	3	-0.0013	-5	0.2	-0.013
CCCCOC(=O)n1c(=O)oc2ccccc21	6	0	-0.06	1	9	-0.13	1	-0.4	-0.98
O=S1(=O)N=C(N2CCc3ccccc3C2)c2ccccc21	11	-6	0.52	0.8	3	-2.1*	0	-0.2	2.4*
CC(=O)Nc1cc2c(cc1Br)OCCO2	.	-25	-0.71	0.9	.	0.38	.	-1.7	.
CCOc1ccc2[nH]c(=O)c(CN(Cc3cccs3)C(CC)c3nnnn3C(C)(C)CC)cc2c1 (configuration not stated)	25	-1	-0.86	1	4	-0.69	0	-0.5	2.1
CCOc1ccc2[nH]c(=O)c(CN(Cc3ccccc3)C(=O)N3CCCC3)cc2c1	1	-7	0.16	0.9	4	0.1	-6	0.0	1.3
Cc1cc(C)nc(N2CCC(C(=O)Nc3ccc4c(c3)OCO4)CC2)n1	2	-14	1.3	0.9	6	0.027	7	-0.2	-0.9
CCCc1nc2ccccc2c(C(=O)OC2CCOC2=O)c1CC (configuration not stated)	16	5	0.028	1	7	0.6	-7	-0.2	1.8
CCN(C(=O)COc1ncnc2ccc(Br)cc12)C1CCS(=O)(=O)C1 (configuration not stated)	2	1	1.5	1	2	-0.61	7	1.1	0.1
Cc1c(NC(=O)C2CCCN2C(=O)c2cccs2)c(=O)n(-c2ccccc2)n1C (configuration not stated)	18	10	0.74	1	5	-0.21	5	-0.7	-0.53
Cc1ccc2[nH]c(=O)c(CN(CCN3CCOCC3)C(=O)Nc3ccc(F)cc3)cc2c1	11	-62	-0.14	0.9	5	1	6	-0.4	-0.1
COc1ccc(CCNc2oc(COc3ccc(F)cc3)nc2C#N)cc1	5	18	0.96	0.9	0	-0.08	6	-1.4	0.5
O=C(CSc1nnc(-c2ccccc2)o1)Nc1ccccc1F	-13	-2	-0.24	1	3	0.13	24	-0.1	-2.2
CCOC(=O)C1CCN(S(=O)(=O)C(F)(F)c2nc3ccccc3s2)CC1	10	.	0.9	0.9	7	0.18	.	.	-2.1
The list continues.
SMILES	HEK293 NFkB inh	S1P1 ag pot	M1 ag	TNAP act mid DEA	E coli RNAP	M1 antagonist	Jurkat viability	S1P3 agonist	D1 mod
CC(=O)N(Cc1cccnc1)Cc1cc2ccc(C)cc2[nH]c1=O	4	2	-0.27	0.9	.	0.3	-8	-0.3	.
Cc1cc(C)n(-c2ccc(Cl)c(C(=O)Nc3ccc(-c4nnc5n4CCCCC5)cc3)n2)n1	6	0	-0.86	0.9	1	-0.21	-4	-0.4	0.8
CCOCCCNC(=O)Cc1ccc(OC)c(OC)c1	15	-6	0.81	1	3	0.14	-6	-1.1	-0.79
COc1ccc(NC(=O)C2CCN(c3cc(-c4ccccc4)nc4ncnn34)CC2)cc1OC	15	9	-2	0.9	7	0.76	0	0.0	-0.62
Cc1ccc2c(c1)nnn2C1CCN(S(=O)(=O)c2ccc(C(=O)N(C)C)cc2)CC1	11	12	.	0.9	5	.	8	0.0	.
CCOc1ccccc1N(C(=O)CNC(=O)c1ccco1)C(C(=O)NC1CCCC1)c1cccnc1 (configuration not stated)	8	-28	-0.66	0.9	9	-0.25	-7	-0.8	-0.31
C/C=C/c1ccc(OCCCn2cncn2)c(OC)c1	5	-14	0.13	1	10	0.69	-3	0.6	.
Cn1c(=O)c2c(ncn2CC(=O)N2CCN(c3ccccc3)CC2)n(C)c1=O	-4	-4	0.44	1	8	0.065	-2	-1.3	0.43
CCCCn1c(N)c(N(CCC(C)C)C(=O)CSc2nnc(C)s2)c(=O)[nH]c1=O	5	-3	-0.16	0.9	9	-0.38	-1	0.5	0.1
O=C(CNCC1CCCO1)Nc1ccccc1N1CCOCC1 (configuration not stated)	7	-6	-0.092	0.9	7	0.96	-4	-0.6	0.22
COCCN(C(=O)COc1ccccc1)c1nnc(-c2cccnc2)s1	4	-3	-0.34	0.9	5	-2.7*	-6	-0.4	-0.63
Cc1cc(Nc2ccc(C)c(F)c2)n2ncnc2n1	5	-15	-0.35	0.9	10	0.0089	-3	0.6	3.3*
Cc1nc(CCNC(=O)c2ccccc2)cs1	3	-16	0.49	0.8	0	0.42	1	0.3	-1.2
Cc1noc(C)c1S(=O)(=O)Nc1ccc(C(=O)NC2CCCCC2)cc1	11	-21	-0.25	0.9	5	0.74	0	-0.2	0.9
Nc1cc(C(=O)c2cccs2)ccc1Cl	20	2	1.3	0.9	5	0.015	2	-0.5	-0.01
O=C(CSc1nnnn1-c1ccccc1)Nc1nc(-c2ccccc2)ns1	11	-8	-0.86	1	3	0.6	-3	-0.7	-0.4
CC(C)Cn1c(=O)c(C(=O)Nc2ccccc2S(N)(=O)=O)c(O)c2ccccc21	11	120*	1.3	0.8	11	-0.88	7	-1.6	1.8
Cc1ccc(Cl)cc1N1CCN(C(c2ccc(C#N)cc2)c2nnnn2C2CCCC2)CC1 (configuration not stated)	30	-3	-1.2	0.9	7	-4.1*	-1	-1.6	-0.28
COc1ccc(S(=O)(=O)N(C)CC(=O)Nc2ccccc2OC)cc1C	10	27	-0.063	0.9	1	-0.56	17	-1.4	0.46
CC(O)CNc1nc2c(c(=O)n(C)c(=O)n2C)n1CCc1ccccc1 (configuration not stated)	.	2	-0.0031	0.9	3	-0.16	.	-4.5	.
COc1ccc(-n2nnnc2SCC(=O)Nc2cccc(NC(C)=O)c2)cc1OC	14	-29	0.66	0.9	6	0.14	-7	-0.2	1.7
COC(=O)c1cn(CC(=O)NC2CCCCC2)c2ccccc12	7	3	0.33	0.9	0	-2*	2	0.3	0.13
Cc1ccc(S(=O)(=O)NC(C)C(=O)NC2CCCCCC2)cc1 (configuration not stated)	8	.	-0.68	0.9	-1	0.91	.	.	-0.45
COc1ccc(OC)c(S(=O)(=O)N2CCC(C(=O)NCCC3=CCCCC3)CC2)c1	3	2	0.021	1	3	0.091	3	-0.7	-1.4
CCOC(=O)CSc1nc2ccccc2c(=O)n1NC(=O)c1ccccc1	-21	17	0.51	0.9	11	-0.052	-4	-1.5	0.27
COc1ccc(C(=O)c2ccc(OC)c(N)c2)cc1N	20	-3	0.0077	0.9	4	0.93	62*	-2.0	0.46
COc1ccc(C(=O)COC(=O)CCCn2c(=O)oc3ccccc32)cc1	10	1	0.21	0.9	6	-1	-5	0.0	-0.59
CCOc1cccc(C(=O)N(Cc2ccco2)C2CCS(=O)(=O)C2)c1 (configuration not stated)	10	7	-0.24	0.9	6	0.54	2	0.5	0.67
CC1=C(C(=O)Nc2ccccc2C)C(c2ccccc2)NC(=O)N1 (configuration not stated)	22	19	0.025	0.9	-6	0.17	7	-1.9	-0.13

Single records, as listed above.
Record of `COc1ccc(-n2nnnc2SCC(=O)Nc2cccc(NC(C)=O)c2)cc1OC` = HEK293 NFkB inh = 14; S1P1 ag pot = -29; M1 ag = 0.66; TNAP act mid DEA = 0.9; E coli RNAP = 6; M1 antagonist = 0.14; Jurkat viability = -7; S1P3 agonist = -0.2; D1 mod = 1.7
Record of `COc1ccc(NC(=O)C2CCN(c3cc(-c4ccccc4)nc4ncnn34)CC2)cc1OC` = HEK293 NFkB inh = 15; S1P1 ag pot = 9; M1 ag = -2; TNAP act mid DEA = 0.9; E coli RNAP = 7; M1 antagonist = 0.76; Jurkat viability = 0; S1P3 agonist = 0.0; D1 mod = -0.62

Not a retest: 14 of the compounds above.
SMILES	HEK293 NFkB inh	S1P1 ag pot	M1 ag	TNAP act mid DEA	E coli RNAP	M1 antagonist	Jurkat viability	S1P3 agonist	D1 mod
Cn1c(=O)c2c(ncn2CC(=O)N2CCN(c3ccccc3)CC2)n(C)c1=O	-4	-4	0.44	1	8	0.065	-2	-1.3	0.43
CCCCn1c(N)c(N(CCC(C)C)C(=O)CSc2nnc(C)s2)c(=O)[nH]c1=O	5	-3	-0.16	0.9	9	-0.38	-1	0.5	0.1
O=C(CNCC1CCCO1)Nc1ccccc1N1CCOCC1 (configuration not stated)	7	-6	-0.092	0.9	7	0.96	-4	-0.6	0.22
COCCN(C(=O)COc1ccccc1)c1nnc(-c2cccnc2)s1	4	-3	-0.34	0.9	5	-2.7*	-6	-0.4	-0.63
Cc1cc(Nc2ccc(C)c(F)c2)n2ncnc2n1	5	-15	-0.35	0.9	10	0.0089	-3	0.6	3.3*
Cc1nc(CCNC(=O)c2ccccc2)cs1	3	-16	0.49	0.8	0	0.42	1	0.3	-1.2
Cc1noc(C)c1S(=O)(=O)Nc1ccc(C(=O)NC2CCCCC2)cc1	11	-21	-0.25	0.9	5	0.74	0	-0.2	0.9
Nc1cc(C(=O)c2cccs2)ccc1Cl	20	2	1.3	0.9	5	0.015	2	-0.5	-0.01
O=C(CSc1nnnn1-c1ccccc1)Nc1nc(-c2ccccc2)ns1	11	-8	-0.86	1	3	0.6	-3	-0.7	-0.4
CC(C)Cn1c(=O)c(C(=O)Nc2ccccc2S(N)(=O)=O)c(O)c2ccccc21	11	120*	1.3	0.8	11	-0.88	7	-1.6	1.8
Cc1ccc(Cl)cc1N1CCN(C(c2ccc(C#N)cc2)c2nnnn2C2CCCC2)CC1 (configuration not stated)	30	-3	-1.2	0.9	7	-4.1*	-1	-1.6	-0.28
COc1ccc(S(=O)(=O)N(C)CC(=O)Nc2ccccc2OC)cc1C	10	27	-0.063	0.9	1	-0.56	17	-1.4	0.46
CC(O)CNc1nc2c(c(=O)n(C)c(=O)n2C)n1CCc1ccccc1 (configuration not stated)	.	2	-0.0031	0.9	3	-0.16	.	-4.5	.
COc1ccc(-n2nnnc2SCC(=O)Nc2cccc(NC(C)=O)c2)cc1OC	14	-29	0.66	0.9	6	0.14	-7	-0.2	1.7
